Assay outcomes as filed in PubChem BioAssay.
PG9 binder: small molecules binding HIV-1 gp120 antibody PG9. TR-FRET gp120-PG9 antibody binding. inhibition, % at 6.7 µM. 360,000 compounds, 0.43% hits. AID 624416; in the data active means inhibition above about 8.5%
TDP2 absorb: blocks human TDP2 phosphodiesterase activity; recombinant TDP2, T5PNP hydrolysis, p-nitrophenol absorbance 415 nm; inhibition, % at 12.8 µM; 370,000 compounds, 0.34% hits; O95551;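 active means inhibition above the mean of all tested compounds plus 3 SD, set per campaign, cut at about 25% in these data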;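 further: 0% = DMSO with enzyme and 100% = buffer with substrate but no TDP2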
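System – recombinant human TDP2 · Quantity – TDP2 enzyme at 120 nM final · Doses – single concentration, 12.8 µM nominal, with 1% DMSO · Incubation – 2 h at 37 °C · Measured by – epi absorbance of p-nitrophenol freed from T5PNP by hydrolysis · Read-out – % inhibition relative to enzyme-containing and enzyme-free wells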
Tn7 DDE FP: DD(E)-Tn7 binding inhibition, primary FP screen; inhibition, % at 8.3 µM; AID 720508; 370,000 compounds, 0.13% hits; FP displacement of FITC-Tn7 peptide from fibrin DD(E); 0% = median of compound wells per plate;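 active means inhibition above the mean of compounds falling within the control limits plus 3 SD of them, cut at about 14% in these data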;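 further: 0% = plate median of compound wells and 100% = 10 µM Aha-Tn7 peptide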
Target sequence (P02675 whole entry, looked up): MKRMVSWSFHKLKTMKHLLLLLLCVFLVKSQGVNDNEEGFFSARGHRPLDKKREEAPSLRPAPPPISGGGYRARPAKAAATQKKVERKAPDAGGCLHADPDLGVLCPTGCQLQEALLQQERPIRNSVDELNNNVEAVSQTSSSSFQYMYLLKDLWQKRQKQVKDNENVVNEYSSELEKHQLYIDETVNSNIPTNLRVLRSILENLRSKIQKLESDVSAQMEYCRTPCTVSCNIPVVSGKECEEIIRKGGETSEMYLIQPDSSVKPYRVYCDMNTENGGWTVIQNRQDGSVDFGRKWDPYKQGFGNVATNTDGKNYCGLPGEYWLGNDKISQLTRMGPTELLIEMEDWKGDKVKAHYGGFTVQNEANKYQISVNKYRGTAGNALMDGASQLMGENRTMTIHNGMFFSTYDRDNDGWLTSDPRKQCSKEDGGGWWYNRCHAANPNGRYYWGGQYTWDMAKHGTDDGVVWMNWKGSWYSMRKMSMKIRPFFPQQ
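Assay system: human fibrin DD(E). Input: DD(E) 2 µM final. Medium: Tris buffer with calcium and detergent, pH 7.8. Compound dosing: single point at 8.3 µM. Timing: 10 min plus 3 h, room temperature. Technique: fluorescence polarization of the labelled Tn7 tracer. Read-out: percent inhibition. Replicates: singlicate testing.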
SIAE inh: human SIAE inhibition, primary screen. Q9HAT2. SIAE FP-Rh probe binding, fluorescence polarization. inhibition, % at 9.66 µM. 370,000 compounds, 0.69% hits;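 active means inhibition above a cutoff: mean of compounds within the control limits plus 3 SD of those, cut at about 17% in these data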;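 further: 0% = plate median of compound wells and 100% = probe without SIAE protein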
TCR CD3 inh: inhibitors of human TCR-CD3 interaction; inhibition, % at 9.4 µM; 360,000 compounds, 0.37% hits; AID 651800; TAMRA-labeled TCR probe fluorescence, biochemical; in the data active means inhibition above about 19%;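 further: recombinant mutant TCR 2C K166C tagged with TAMRA read by polarization; 0% = receptor in buffer alone and 100% = receptor with positive control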
ABHD4 inh: ABHD4 (mouse) inhibition, primary FP screen | purified mABHD4, FP-Rh probe fluorescence polarization | Q8VD66 | inhibition, % at 8.92 µM | 370,000 compounds, 0.54% hits;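 active means inhibition exceeding the mean over every tested compound plus 3 SD, cut at about 30% in these data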;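 further: 0% = plate median of compound wells and 100% = S159A mutant with DMSO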
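Assay system: mABHD4 protein; medium: HEPES pH 7.0, NaCl, Pluronic buffer; dosing: 8.92 µM, single dose; schedule: 45 min + 60 min at 25 °C; signal: FP readout, ex 525 nm / em 598 nm; read-out: normalized percent inhibition of probe labeling; repeats: single replicate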
UHRF1 binding: blocks human UHRF1 binding to methylated DNA. UHRF1 binding to methylated oligo, TR-FRET. Q96T88. inhibition, % at 4.4 µM. 370,000 compounds, 0.75% hits; in the data active means inhibition above about 21%;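 further: UHRF1 SRA domain binding a hemimethylated CpG hairpin DNA probe; 0% = median of test compound wells and 100% = reference inhibitor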
PRMT1 inh: inhibitors of human PRMT1 | AID 652257 | recombinant PRMT1, activity-based probe fluorescence polarization | Q99873 | 370,000 compounds, 1.3% hits | inhibition, % at 2.79 µM;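 active means inhibition above about 21% made by adding two undisclosed values, limit read from the data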
Target sequence (Q99873 whole entry, looked up): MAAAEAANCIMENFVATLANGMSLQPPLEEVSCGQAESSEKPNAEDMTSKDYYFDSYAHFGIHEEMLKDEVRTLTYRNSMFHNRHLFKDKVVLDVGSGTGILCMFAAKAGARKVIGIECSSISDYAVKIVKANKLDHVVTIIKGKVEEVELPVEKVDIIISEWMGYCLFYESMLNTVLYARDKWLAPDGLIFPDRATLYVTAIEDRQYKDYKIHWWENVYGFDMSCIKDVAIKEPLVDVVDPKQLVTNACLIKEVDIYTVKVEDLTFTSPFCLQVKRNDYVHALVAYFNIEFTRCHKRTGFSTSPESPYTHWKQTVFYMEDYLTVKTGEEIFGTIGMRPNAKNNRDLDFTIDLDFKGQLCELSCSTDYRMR
LEDGF integ inh: blocks HIV-1 LEDGF/p75-dependent DNA integration. inhibition, % at 3.7 µM. TR-FRET IN-LEDGF/p75 DNA integration, Eu/Cy5. 370,000 compounds, 0.64% hits. AID 743269;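 active means inhibition above the screen-wide mean plus 3 SD, cut at about 13% in these data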;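 further: signal is the Cy5 over europium emission ratio at 671 and 618 nm; 0% = plate median of compound wells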
HTRA1 inhibitor: HTRA1 (human) protease inhibition | inhibition, % at 5.96 µM | recombinant HTRA1, FP-rhodamine activity-based probe, fluorescence polarization | 340,000 compounds, 0.5% hits | Q92743; in the data active means inhibition above about 36%;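 further: 0% = enzyme with DMSO and 100% = wells lacking enzyme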
* marks the source's active call; other numbers are inactive results; / = not tested or not shown.

SMILES | PG9 binder | TDP2 absorb | Tn7 DDE FP | SIAE inh | TCR CD3 inh | ABHD4 inh | UHRF1 binding | PRMT1 inh | LEDGF integ inh | HTRA1 inhibitor
Cc1cc(C)c(S(=O)(=O)Nc2nnc(C)s2)c(C)c1 | -0.4 | -3 | -8 | 1 | -6 | -6 | 0 | -1 | 1 | 2
CCOC(=O)N1CCN(C(=O)C2CCC(=O)N(CCCc3ccccc3)C2)CC1 (configuration not stated) | -1.5 | -3 | 6 | -8 | -1 | 5 | 2 | 1 | -6 | 1
O=C(c1ccc(-c2ccccc2Cl)s1)N1CCOCC1 | 0.6 | 2 | 4 | 3 | 3 | -4 | -2 | 2 | 2 | -6
CSc1cccc(NC(=O)Cn2cnc(S(=O)(=O)N3CCCC3)c2)c1 | -0.8 | -1 | 1 | -3 | 6 | -5 | -1 | 1 | 1 | -2
COc1cc(C(=O)NCCOc2cc(C)cc(C)c2)c(Br)c(OC)c1OC | -1.7 | 4 | 4 | 1 | 4 | -8 | -1 | -3 | 0 | -7
O=C(N/N=C/c1ccc(OC(F)F)cc1OC(F)F)c1ccc(Br)cc1 | -1.7 | 9 | -4 | -7 | 4 | -7 | -1 | -2 | -2 | -15
Cc1ccc(NC2OC(CO)C(O)C2O)cc1[N+](=O)[O-] (configuration not stated) | -0.3 | 9 | 0 | 3 | 12 | 0 | 7 | 2 | 1 | -1
CCOC(=O)C1=CCN(S(=O)(=O)c2ccccc2[N+](=O)[O-])C1c1ccc(C)cc1 (configuration not stated) | -0.8 | -6 | -3 | 2 | 5 | -6 | 18 | -2 | 0 | /
Cc1ccccc1NC(=O)OC1CC2CC1[C@H]1CCCCN1[C@H]2Cc1ccccc1 (some centres not stated) | / | 0 | 9 | -2 | / | -6 | -3 | -6 | 2 | /
CC(C)C[C@H]1CN(CCCC[C@@H]2CNC(=O)C(=O)N2Cc2ccccc2)C(=O)C(=O)N1CCc1ccccc1 | 0.7 | -3 | 1 | 6 | 0 | 2 | -3 | 0 | -1 | /
COC(=O)[C@@]12CCCCN1[C@H](c1ccc(-c3cc(C(C)=O)cs3)c(OC)c1)[C@H]1C(=O)N(C)C(=O)[C@H]12 | -3.4 | 7 | -7 | -7 | 2 | 0 | 8 | 3 | 0 | 7
CCN1CCC(NC(=O)c2cc(OC)c(OC)cc2OC)CC1 | -0.5 | 1 | 8 | -1 | 5 | 2 | 4 | 0 | -2 | 2
CCN(CC(=O)Nc1c(F)cccc1F)C(=O)/C=C/c1ccc(C)cc1 | -2.7 | 3 | -2 | 4 | 6 | 0 | -2 | -3 | -1 | 1
Cc1ccc(OCCCC(=O)N(C)CC(=O)Nc2ccccc2Br)cc1 | -0.8 | 7 | 0 | 13 | -1 | 0 | 0 | 0 | 1 | -1
C/C(=N\NC(=O)c1ccc(-n2cnnn2)cc1)c1ccc(Cl)cc1 | -1.2 | -1 | -1 | -4 | -4 | 6 | -4 | 1 | -1 | 4
CCCS(=O)(=O)N1CCCC(C(=O)NCCCN(C)c2ccccc2)C1 (configuration not stated) | -1.3 | -3 | 0 | 8 | -3 | -1 | 0 | -2 | -3 | 13
C=CCN(c1ccc(C(=O)N2CCN(c3ccc(F)cc3)CC2)cc1)S(C)(=O)=O | -0.4 | 1 | -2 | 1 | 4 | 1 | 1 | -1 | 3 | -1
CNc1ccc(S(=O)(=O)NCC(=O)NCCCc2ccccc2)cc1[N+](=O)[O-] | -0.6 | 3 | -3 | 5 | 4 | 8 | -9 | 27* | -1 | 2
COc1ccc(/C=C/C(=O)OCC(=O)Nc2ccc(S(N)(=O)=O)cc2)cc1OC | -0.9 | -4 | -7 | -5 | -8 | -9 | 0 | -2 | 4 | 5
Cn1c(O)c(N=NC(=O)c2cc(-c3cccs3)nc3ccccc23)c2ccccc21 | -0.7 | 0 | -2 | 3 | 0 | -3 | 0 | -1 | 3 | -3
COc1ccccc1CNS(=O)(=O)c1c(C(=O)N2CCCCCC2)c(C)n(C)c1C | 0.0 | 3 | -1 | 4 | -3 | 10 | 3 | 0 | -1 | 2
NS(=O)(=O)c1ccc(CCNc2ccc(C(F)(F)F)cn2)cc1 | -2.5 | 7 | 5 | -3 | -1 | -1 | 0 | -4 | -3 | -4
O=C(NCCN1CCN(c2ccccc2F)CC1)C1c2ccccc2C(=O)N2CCc3ccccc3C12 (configuration not stated) | 2.2 | -4 | 11 | -6 | 0 | -1 | 1 | -4 | -2 | 0
COc1ccccc1C(C[N+](=O)[O-])c1c(N)n(C)c(=O)n(C)c1=O (configuration not stated) | 2.2 | 5 | 4 | -12 | -4 | 2 | 3 | 7 | -2 | /
CN(c1ccccc1)S(=O)(=O)c1cccc(C(=O)NNC(=O)c2ccccc2)c1 | -0.5 | -7 | -2 | -5 | 2 | 0 | -2 | -2 | 0 | 3
COc1ccc(CNC/C=C/c2ccccc2)cc1 | -1.5 | -11 | 6 | -7 | -11 | -3 | 1 | 1 | 0 | 0
CC(c1nc2ccccc2c(=O)[nH]1)N(C)c1ccc2ccccc2c1 (configuration not stated) | -0.7 | -5 | -3 | 0 | 6 | 2 | -1 | 6 | 0 | 5
CCN(c1ccc(OC)cc1)S(=O)(=O)c1nnc(NC(=O)CC(C)C)s1 | 0.5 | -9 | 5 | 4 | 1 | 1 | -1 | -2 | -1 | -6
Cc1cc(C)cc(N(C(=O)c2cccs2)C2C=CS(=O)(=O)C2)c1 (configuration not stated) | 0.1 | 7 | 6 | -3 | -4 | 4 | -1 | -1 | -1 | -11
C/C(=N\NC(N)=S)c1ccc(-n2ccnc2)cc1 | -3.3 | 3 | -10 | 2 | -6 | 10 | -1 | -1 | -1 | 2
O=C(O)C1CCN(S(=O)(=O)c2ccc(N3CCCC3C(=O)O)c([N+](=O)[O-])c2)CC1 (configuration not stated) | 0.8 | 2 | -4 | -3 | 8 | 3 | -3 | 0 | 5 | 3
CCC(=O)Nc1c2c(nn1-c1ccc(F)cc1)CS(=O)(=O)C2 | -1.0 | -8 | -1 | -1 | -7 | 6 | 2 | -2 | 4 | 0
COc1ccc(C(=O)NCCCSC)cc1OC1CCN(C(C)C)CC1 | -1.6 | -21 | 3 | -5 | -4 | -4 | 1 | 9 | 3 | 5
CCOc1ccc(NC(=O)CSc2nnc(C)n2C2CC2)cc1S(=O)(=O)N1CCCC1 | -1.6 | -13 | -5 | -14 | -4 | -6 | -2 | -3 | 3 | -4
COCOc1cccc(CN2CCC(C)(Oc3ccc(C(C)=O)cc3)C2)c1 (configuration not stated) | 0.5 | -3 | 4 | 2 | 3 | -5 | 1 | -1 | -1 | /
CCOC(=O)C1=CC[C@@H](c2ccc(OC)cc2)N(S(=O)(=O)c2ccc(C)cc2)[C@H]1CC | -1.9 | -15 | -1 | -1 | 1 | -4 | 2 | -2 | -1 | /
COc1ccccc1N1CCN(Cc2cccs2)CC1 | 0.0 | 1 | 6 | 0 | -4 | 9 | 3 | 2 | -2 | 0
COCCNc1oc(COc2cccc(C)c2)nc1C#N | 0.5 | 5 | 9 | 0 | 5 | -1 | -2 | -4 | 1 | -4
O=C1C(=O)N(CCCN2CCOCC2)C(c2ccc([N+](=O)[O-])cc2)/C1=C(\O)c1ccc2c(c1)OCCO2 (configuration not stated) | -1.4 | 5 | 0 | 7 | -2 | 4 | -2 | 6 | 2 | 3
CCOC(=O)c1cc2n(c1/N=C/N(C)C)-c1ccccc1C2=O | 1.1 | 3 | -1 | 0 | -7 | 4 | 0 | 23* | 0 | 5
CC(=O)Oc1ccccc1Cn1c(C)c(C(=O)NCc2cccc(Cl)c2)sc1=O | -0.2 | 9 | 0 | -9 | 3 | -6 | -2 | -4 | 3 | /
Nc1ccc(S(=O)(=O)Nc2nccs2)cc1 | -0.7 | -3 | -12 | -19 | 4 | 3 | -2 | -11 | 4 | -12
COc1cc2c(cc1OC)C(c1ccc(Br)cc1)NC(=O)C2 (configuration not stated) | 0.0 | -6 | 2 | -2 | -9 | -4 | 2 | 4 | -5 | -2
CCN(CC)CCCNC(=O)C(C)n1c2ccccc2c2nc(=O)cc(C)n21 (configuration not stated) | -2.9 | -2 | -9 | 5 | 7 | -1 | 1 | -1 | 10 | -3
Cc1ccc(C)c(C(=O)CN2C(=O)C(=O)N(C3CCCC3)C2=O)c1 | 0.8 | 16 | 1 | -3 | -4 | 8 | -2 | 1 | -1 | 4
CCOC(=O)c1cccc(C2=CC(=O)C[C@H](c3ccc(Cl)cc3)C2)c1 | 1.9 | -1 | -7 | -5 | 8 | -5 | -2 | -4 | 0 | -52
Nc1nncn1C(=O)c1c(Cl)cccc1Cl | -1.3 | 4 | -2 | 8 | 7 | 0 | -2 | -1 | -2 | 8
COC(=O)c1ccccc1NC(=O)c1cc(-c2ccco2)on1 | -1.0 | 0 | 6 | -10 | -11 | -7 | 0 | 6 | -4 | -3
CCOC(=O)c1ccccc1NC(=O)CSc1nnnn1C1CCCCC1 | -0.6 | 2 | -3 | 0 | -1 | -5 | 0 | -1 | -1 | -24
Cc1cc(F)ccc1NC(=O)C1CCN(S(=O)(=O)c2ccc3c(c2)CCCC(=O)N3)CC1 | 0.1 | 10 | -1 | -1 | 8 | 0 | -1 | -2 | 0 | 3
CCC(=O)Nc1ccc(NC(=O)CSc2nnc(-c3ccc(O)cc3)n2CC2CCCO2)cc1 (configuration not stated) | 0.3 | 18 | 1 | 4 | 3 | -2 | -2 | 0 | -1 | -5
O=C(Cn1nnc(-c2cc(Cl)ccc2-n2cnnn2)n1)N1CCCc2ccccc21 | -0.4 | 9 | 3 | 2 | -2 | -4 | -1 | -1 | 2 | -4
CCCCNCc1cc(Br)c(OCC(=O)N2CCOCC2)c(OC)c1 | 1.0 | 0 | -3 | 1 | -2 | 3 | 6 | -1 | 1 | 2
CC(=O)c1sc(NC(=O)c2ccccc2F)nc1C | 1.3 | -1 | 3 | -3 | -5 | 1 | -1 | 7 | -3 | 2
O=[N+]([O-])c1cc(S(=O)(=O)N2CCCC2)ccc1N/N=C/c1ccccn1 | -2.2 | -8 | 4 | -6 | -7 | -5 | 6 | 6 | -1 | 5

Shown as a hit in PRMT1 inh, of those listed so far:
Molecule	PG9 binder	TDP2 absorb	Tn7 DDE FP	SIAE inh	TCR CD3 inh	UHRF1 binding	PRMT1 inh	LEDGF integ inh	HTRA1 inhibitor
CNc1ccc(S(=O)(=O)NCC(=O)NCCCc2ccccc2)cc1[N+](=O)[O-]	-0.6	3	-3	5	4	-9	27*	-1	2
CCOC(=O)c1cc2n(c1/N=C/N(C)C)-c1ccccc1C2=O	1.1	3	-1	0	-7	0	23*	0	5

Outcome played no part in choosing rows (roughly 4.2% active in at least one column).
